Assay outcomes (PubChem)
SW480 rereplic – inducers of DNA re-replication in SW480 colon cancer cells | SW480 DNA re-replication, Hoechst DNA content imaging, 48 h | Potency, µM (doses to about 46.1 µM), for inactives: top-dose re-replication activation, usual class: activators | 340,000 compounds, 1.8% hits | AID 624297; also: potency is read from the fitted curve at half-maximal effect; % of control where 0% means no effect; nearly all actives have a fitted effect of over 55% in size
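Treated cells incubate 48 hr (37 C, 5% CO2), are stained 40 min with Hoechst, and nuclear fluorescence is enumerated; a rise in nuclei with high DNA signal marks re-replication.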
KB-3-1 tox – KB-3-1 parental cell cytotoxicity; KB-3-1 viability, CellTiter-Glo ATP luminescence, 72 h; Potency, µM (top dose mostly 46.1 µM), for inactives: top-dose activity change, negative = cytotoxic, most hits filed as cytotoxic; 400,000 compounds, 1.4% hits; also: potency is read from the fitted curve at half-maximal effect; % is scaled to controls: 0 for no effect and ±100 for the full control effect; nearly all actives have a fitted effect of over 60% in size
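Cytotoxicity in the drug-sensitive parental line KB-3-1 was scored as loss of CellTiter-Glo luminescence following 72 h incubation with compound. Values come from curve fitting of normalized concentration-response data.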
WRN inhibitor – WRN helicase (human) inhibition; WRN helicase unwinding, fluorescent forked duplex, kinetic; Q14191; 360,000 compounds, 0.46% hits; Potency, µM (highest dose often 114 µM), without a hit: at the top dose activity change, negative = inhibition, actives largely listed as inhibitors; AID 651768; also: potency is read from the fitted curve at half-maximal effect; % is scaled to controls: 0 for no effect and ±100 for the full control effect; nearly all actives have a fitted effect of over 55% in size
Target sequence (Q14191 whole entry, looked up): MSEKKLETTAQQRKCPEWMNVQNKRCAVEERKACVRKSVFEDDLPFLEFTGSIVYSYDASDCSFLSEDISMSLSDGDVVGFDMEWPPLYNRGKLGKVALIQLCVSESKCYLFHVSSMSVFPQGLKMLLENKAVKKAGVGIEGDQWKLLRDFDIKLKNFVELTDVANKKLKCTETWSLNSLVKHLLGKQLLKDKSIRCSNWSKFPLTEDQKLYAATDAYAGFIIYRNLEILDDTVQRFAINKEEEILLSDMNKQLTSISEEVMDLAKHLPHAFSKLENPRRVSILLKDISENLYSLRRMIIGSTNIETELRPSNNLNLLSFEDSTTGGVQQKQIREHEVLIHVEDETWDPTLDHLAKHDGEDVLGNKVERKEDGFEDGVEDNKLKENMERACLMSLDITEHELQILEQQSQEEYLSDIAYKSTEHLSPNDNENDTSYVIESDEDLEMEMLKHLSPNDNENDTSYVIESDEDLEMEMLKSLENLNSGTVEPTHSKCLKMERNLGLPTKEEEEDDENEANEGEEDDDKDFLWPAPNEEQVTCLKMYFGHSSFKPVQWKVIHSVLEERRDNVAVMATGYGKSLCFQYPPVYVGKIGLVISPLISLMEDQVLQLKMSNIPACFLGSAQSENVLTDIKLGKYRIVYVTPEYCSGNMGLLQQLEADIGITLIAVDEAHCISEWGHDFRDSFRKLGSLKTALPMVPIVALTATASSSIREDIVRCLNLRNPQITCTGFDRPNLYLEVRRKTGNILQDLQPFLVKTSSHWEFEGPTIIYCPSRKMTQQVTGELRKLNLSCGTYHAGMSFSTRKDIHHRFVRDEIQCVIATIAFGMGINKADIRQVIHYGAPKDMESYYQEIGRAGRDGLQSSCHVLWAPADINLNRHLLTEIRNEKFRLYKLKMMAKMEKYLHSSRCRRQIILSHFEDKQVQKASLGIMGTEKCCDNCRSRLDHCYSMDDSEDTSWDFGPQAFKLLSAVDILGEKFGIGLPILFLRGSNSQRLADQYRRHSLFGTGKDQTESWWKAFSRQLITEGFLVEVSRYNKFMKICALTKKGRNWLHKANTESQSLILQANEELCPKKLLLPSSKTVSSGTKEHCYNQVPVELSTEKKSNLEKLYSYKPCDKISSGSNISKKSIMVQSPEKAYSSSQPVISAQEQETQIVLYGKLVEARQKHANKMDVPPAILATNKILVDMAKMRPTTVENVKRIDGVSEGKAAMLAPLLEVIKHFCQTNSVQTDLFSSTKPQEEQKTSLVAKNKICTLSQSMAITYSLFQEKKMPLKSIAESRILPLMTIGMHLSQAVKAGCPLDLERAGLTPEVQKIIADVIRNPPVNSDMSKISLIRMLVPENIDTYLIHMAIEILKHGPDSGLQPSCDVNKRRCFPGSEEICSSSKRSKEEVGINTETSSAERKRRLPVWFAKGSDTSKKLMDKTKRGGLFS
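Enzyme (20 nM final) and test compound sit together 15 min at room temperature before substrate addition. Substrate is a single-forked duplex oligonucleotide (100 nM) labelled with fluorophore and quencher, with 2 mM ATP; helicase unwinding raises red fluorescence, read kinetically.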
HT1080-NT tox – kills 2HG-producing HT-1080-NT fibrosarcoma cells; HT-1080-NT fibrosarcoma viability, CellTiter-Glo ATP luminescence, 48 h; AID 686970; Potency, µM (top dose mostly 46.1 µM), for the others: top-dose activity, negative = less viability, usual class: cytotoxic; 360,000 compounds, 1.6% hits;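 also: NT is the 2HG producing partner of a matched IDH1 knockdown line; potency is read from the fitted curve at half-maximal effect; 0% = DMSO-treated cells and -100% = media-only wells without cells; nearly all actives have a fitted effect of over 55% in size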
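Toxicity toward the 2HG-producing NT line was scored as %Activity, normalised to DMSO and no-cell wells, from CellTiter-Glo luminescence after 48 hours' treatment.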
ATXN2 expr inh – reduces ATXN2 reporter expression in HEK-293 cells | HEK-293 ATXN2-luciferase reporter, luminescence, 24 h | Potency, µM (highest dose often 57 µM), for inactives: top-dose activity change, negative = inhibition, hits mostly inhibitors | 360,000 compounds, 0.72% hits | AID 1745845; also: potency is read from the fitted curve at half-maximal effect; % is scaled to controls: 0 for no effect and ±100 for the full control effect; nearly all actives have a fitted effect of over 55% in size
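qHTS (up to 57 uM final) was run with 24 h compound exposure of reporter cells at 37 °C. Each well was multiplexed: SteadyGlo luminescence measured ATXN2-luciferase expression after a fluorogenic Gly-Phe-AFC viability readout (25 uM final).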
MCF10A rerep – inducers of DNA re-replication in MCF 10A breast cells | MCF 10A DNA re-replication, Hoechst nuclear intensity, 48 h | Potency, µM (highest dose often 46.1 µM), for the others: top-dose activity, positive = re-replication, usual class: activators | 350,000 compounds, 2.9% hits; also: potency is read from the fitted curve at half-maximal effect; % of control where 0% means no effect; nearly all actives have a fitted effect of over 50% in size
IL1B secr inh – inflammasome signaling inhibition, IL-1 beta readout. THP-1 LPS/ATP IL-1B secretion, AlphaLISA, 16 h; hits give low values. activity change, % at 57.5 µM. 360,000 compounds, 4.7% hits. AID 743279; in the data active = activity change below about -50%; inconclusive = mostly about -30% to -49%; also: % is scaled to controls: 0 for no effect and ±100 for the full control effect
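Secreted IL-1B measured by AlphaLISA bead assay after 16 h compound exposure of THP-1 cells; compounds (final up to 57.5 uM) added 1 h before LPS (250 ng/mL) and ATP (1.25 mM) stimulation; lower signal means less secretion.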
HT1080 IDH1KD tx – toxicity to HT-1080 IDH1 knockdown cells (counter line); HT-1080 IDH1 knockdown viability, ATP luminescence, 48 h; AID 686971; 360,000 compounds, 2% hits; Potency, µM (doses to about 46.1 µM), for the others: at the highest dose activity, negative = toxicity, usual class: cytotoxic;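 also: potency is read from the fitted curve at half-maximal effect; 0% = DMSO wells and -100% = cell-free medium wells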
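% activity derives from luminescence (CellTiter-Glo), normalised to DMSO and no-cell wells. HT-1080-IDH1KD cells, 750/well, had 48 h compound exposure at 37 °C.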
KB-V1 MDR tox – kills drug-selected multidrug resistant KB-V1 cells. KB-V1 MDR cells viability, CellTiter-Glo, 72 h. Potency, µM (series often up to 46.1 µM), without a hit: at the top dose activity change, negative = cytotoxicity, actives largely listed as cytotoxic. 400,000 compounds, 3.4% hits. AID 1347076; also: potency is read from the fitted curve at half-maximal effect; % is scaled to controls: 0 for no effect and ±100 for the full control effect; nearly all actives have a fitted effect of over 60% in size
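Drug-selected KB-V1 cells, grown in DMEM lacking phenol red with 10% FBS, receive compound titrations; after three days at 37 degrees C, surviving cell ATP is quantified by CellTiter-Glo luminescence and responses normalized and curve-fitted.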
An asterisk follows results filed as active; ? = inconclusive; . = no result given; [ ] = remark or other dose. Unless noted, calls follow the shape of the dose curve; as a rule, active = well fitted curve in the direction sought with a large enough effect; inconclusive = small, poorly fitted or top-dose-only effect, or another doubt; inactive = no such curve, though single readings can be large; an effect the other way counts as inactive or inconclusive.

SMILES	SW480 rereplic	KB-3-1 tox	WRN inhibitor	HT1080-NT tox	ATXN2 expr inh	MCF10A rerep	IL1B secr inh	HT1080 IDH1KD tx	KB-V1 MDR tox
CCN(C(=O)C=Cc1ccco1)c1ccccc1	22%	-7%	-5%	-3%	2%	?	-5	-1%	-3%
COc1ccc(-c2ccc(=O)n(CC(=O)NCC3COCCO3)n2)cc1 (stereo not given)	?	10%	-1%	15%	6%	-6%	-1	6%	22%
O=C(Cn1ncc2c(=O)oc3ccccc3c21)N1CCCN(Cc2ccccc2F)C1	-1%	7%	6%	13%	1%	-1%	7	1%	-35%
CCOC(=O)N1CCC(NS(=O)(=O)c2ccc(C)cc2)CC1	-3%	-24%	-2%	-3%	-16%	1%	8	0%	0%
O=C(CN1CCN(S(=O)(=O)c2ccc(Cl)cc2)CC1)Nc1ccc(N2CCOCC2)cc1	-4%	5%	-14%	3%	0%	0%	17	0%	17%
O=[N+]([O-])c1cccnc1N1CCC(c2cc(-c3ccc(Cl)cc3)n[nH]2)CC1	?	?	-21%	-1%	?	?	-85*	-18%	?
Cc1nn(C2CCS(=O)(=O)C2)c(C)c1CN(C)C(=O)c1ccccc1 (stereo not given)	-30%	0%	4%	6%	.	12%	1	5%	22%
O=C(COC(=O)Cc1n[nH]c(=O)c2ccccc12)NNC(=O)c1ccc(Cl)cc1	1%	?	-4%	-11%	-30%	?	12	-17%	-12%
Cc1c(NC(=O)COC(=O)c2ccccc2O)c(=O)n(-c2ccccc2)n1C	.	-2%	6%	-1%	.	.	-21	1%	14%
O=C1C(=O)N(CCN2CCOCC2)C(c2ccncc2)/C1=C(/O)c1ccc2c(c1)OCO2 (stereo not given)	16%	-4%	18%	-5%	10%	-76%[inhibitor]	31	-3%	3%
O=C(CCNC(=O)C1CCN(S(=O)(=O)c2ccc(F)cc2)CC1)Nc1ccccc1	-21%	-11%	0%	15%	10%	1%	?	-1%	2%
O=C(COC(=O)c1cccc(S(=O)(=O)N2CCCC2)c1)NCc1ccccc1	0%	2%	-6%	5%	-29%	-1%	0	4%	0%
CCn1c(C(C)C)n[nH]c1=S	9%	14%	3%	23%	2%	25%	4	18%	20%
O=C(Cc1ccc(S(=O)(=O)N2CCOCC2)s1)Nc1cc(C(F)(F)F)cc(C(F)(F)F)c1	?	?	-10%	?	?	21µM*	-60*	?	-5%
CCOC(=O)c1cc(C)nc(Sc2ccc(C)cc2)c1C#N	?	?	-14%	?	-3%	?	1	21µM*	-21%
C[N+](C)(C)C[C@H](O)CC(=O)O	-7%	0%	-2%	6%	4%	-15%	10	13%	8%
COc1cccc(-n2c(COc3ccccc3C)nnc2SCC(=O)O)c1	-6%	-5%	-13%	-2%	0%	-6%	10	5%	6%
Cc1ccc(-c2nnc(-c3cccc(Br)c3)o2)cc1	-6%[9.22 µM]	-5%	0%	16%	55%[activator]	14%	7	12%	-9%
COc1ccc(-c2ccc(CN3C(C(C)C)C(=O)N(Cc4cn(CCC5OCCCO5)nn4)CCS3(=O)=O)cc2)cc1OC (stereo not given)	.	6%	-5%	-7%	-2%	.	-3	6%	-9%
CCOC(=O)c1oc2ccccc2c1NC(=O)C1CCCCC1	4%	-6%	11%	-12%	-6%	-2%	23	-2%	2%
COc1cccc(-c2ccc(C#N)c(SCC(=O)NCCc3cccc(Cl)c3)n2)c1	3%	-3%	-1%	?	-31%	?	-7	-7%	-13%
CCOc1ccc(NC(=O)CC2C(=O)N(CC)C(=S)N2CCN2CCOCC2)cc1 (stereo not given)	-3%	-6%	8%	-1%	-17%	-3%	1	10%	?
CSc1ccc(/C=N/N2CCN(Cc3ccccc3Cl)CC2)cc1	-4%	-9%	-1%	2%	-8%	26%	-17	3%	?
COc1ccc2[nH]c(=O)c(CN(Cc3cccnc3)C(=O)Nc3ccccc3)cc2c1	4%	5%	-18%	21%	4%	12%	0	8%	-13%
CN(Cc1ccccc1)C(=O)c1ccc2nc([C@@H]3O[C@H](CO)[C@H](O)[C@H](O)[C@H]3O)[nH]c2c1	.	0%	-1%	28%	8%	.	28	8%	0%
CC1=Nc2ccccc2/C1=C/c1c(C)[nH]c2ccccc12	10µM*	?	4%	?	-18%	0.82µM*	-72*	?	-4%
O=C(CN(Cc1ccco1)C(=O)Cn1nnc(-c2cccs2)n1)NCC1CCCO1 (stereo not given)	-2%	-5%	-1%	-4%	.	-6%	-3	-8%	1%
O=C(OCC(=O)N1CCCc2ccccc21)c1ccccc1NCCO	2%	0%	3%	6%	23%	1%	4	10%	?
CCCCCOc1ccc(C(=O)NCC(=O)NCC(=O)OCC)cc1	?	?	5%	?	-5%	?	31	?	?
Cc1ccc(CNC(=O)CN2CCN(c3ccc(F)cc3)CC2)cc1	0%	-1%	5%	-4%	0%	-3%	30	3%	4%
COc1cccc(CNCC2CCCO2)c1 (stereo not given)	?	-4%	9%	-1%	18%	-9%	0	4%	-4%
CC1CCN(C(=O)COC(=O)C(C)N2C(=O)c3ccccc3C2=O)CC1 (stereo not given)	-11%	2%	-1%	-2%[9.24 µM]	8%	-4%	2	5%	26%
C#CC[N+]1(CC#Cc2ccccc2)CCCC1	-3%	?	1%	4%	-6%	-4%	3	3%	0%
Cc1cc(NC(=O)CSc2nccn2-c2ccc(F)cc2)no1	-5%	13%	1%	10%	-4%	0%	-12	7%[9.24 µM]	?
C=CCN(CC=C)Cc1cc(=O)n2c(-c3ccccc3)csc2n1	3%	-2%	-4%	2%	29%	?	22	5%	-7%
COc1ccc(N2CCN(c3ccc(C(=O)O)cc3[N+](=O)[O-])CC2)cc1	-4%	17%	9%	11%	10%	3%	-3	-3%	0%
OCCNc1nc2ccc(Cl)cc2[nH]1	-14%	1%	1%	5%	3%	3%	0	1%	29%
O=C(CNC(=O)c1ccccc1F)OCC(=O)N1CCCc2ccccc21	-4%	10%	-1%	20%	-21%	1%	2	15%	0%
CC(=O)NC(c1ccccc1)c1nc(-c2ccc(C)c(C)c2)cs1 (stereo not given)	.	-1%	-1%	?	?	.	?	?	-17%
CC1(C)Cc2c(C#N)c(SCCOc3ccccc3)nc(N3CCOCC3)c2CO1	0%	-3%	-7%	-18%	15%	27%	58	-11%	?
Cc1ccc(-c2nc(COC(=O)c3c(C)noc3C)cs2)cc1	17%	?	-12%	?	67%[activator]	-1%	-8	?	23µM*
COC(=O)c1ccc(CN2CCCC(CO)(Cc3ccc(F)cc3F)C2)cc1 (stereo not given)	12%	0%	7%	-9%	-4%	22%	6	-5%	-22%
COc1cccc(/C=C/C(=O)OCC(=O)NCC2CCCO2)c1OC (stereo not given)	-5%	16%	-7%	23%	-19%	4%	17	10%	21%
Cn1c(=O)[nH]c(=O)c2c1nc1n2CCCS1	-3%	6%	6%	6%	7%	1%	22	4%	10%
Cc1csc(SCC(=O)NC(C)C2CC3CCC2C3)n1 (stereo not given)	-3%	2%	0%	0%	14%	2%	17	5%	0%
Cc1cnn(C(=S)NCC2CCCO2)c1 (stereo not given)	-1%	-1%	-7%	0%	-11%	8%	-28	-2%	8%
Oc1oc(-c2ccccc2)nc1/C=N/c1ccccn1	-8%	2%	-5%	19%	25%	-5%	-15	14%	3%
CCOC(=O)c1c(C)[nH]c(C(=O)CN2CCN(CC)CC2)c1C	-13%	1%	5%	4%	.	16%	-3	3%	0%
Cc1ccc(F)cc1NC(=O)CN1C(=O)NC2(CCCc3ccccc32)C1=O (stereo not given)	-13%	10%	7%	0%	5%	-3%	10	2%	-6%
Cc1cc(C(F)(F)F)nc(CCNCc2c(C(=O)N3CCCC3)nc3ccccn23)n1	1%	?	-2%	-3%	-8%	13%	-22	2%	2%
O=C(NCCc1ccc(Cl)cc1)C1CCN(S(=O)(=O)c2cccc3nonc23)CC1	-2%	11%	-13%	?	14%	-1%	-14	?	4%
COCCNC(=O)/C(C#N)=C/c1ccc(SC)cc1	-11%	?	-8%	-7%	13%	12%	?	-11%	2%
N#Cc1ccc(N2CCOCC2)nc1	-1%	4%	-4%	13%	.	3%	0	8%	10%
CSc1nc(Oc2cccc(C(F)(F)F)c2)cc(C(F)(F)F)n1	-1%	2%	3%	-2%	7%	-3%	5	-2%	25%
Cc1nnc(Sc2nc3c(c(=O)n(C)c(=O)n3C)n2Cc2ccccc2Cl)s1	-1%	-11%	-7%	12%	-5%	4%	0	4%	-1%
CCCCNC(=O)C1(C)CCCCN1C(=O)c1ccc2sccc2c1 (stereo not given)	.	0%	-7%	19%	2%	.	11	10%	-4%
CCN(CC(=O)NCc1ccc(F)cc1)C(=O)CN1CCN(c2cc(Cl)ccc2C)CC1	2%	-1%	-13%	-21%	-20%	?	-12	-15%	?

Filtered by structure, the entries above containing a thiophene ring, fused or not.
SMILES	SW480 rereplic	KB-3-1 tox	WRN inhibitor	HT1080-NT tox	ATXN2 expr inh	MCF10A rerep	IL1B secr inh	HT1080 IDH1KD tx	KB-V1 MDR tox
O=C(Cc1ccc(S(=O)(=O)N2CCOCC2)s1)Nc1cc(C(F)(F)F)cc(C(F)(F)F)c1	?	?	-10%	?	?	21µM*	-60*	?	-5%
O=C(CN(Cc1ccco1)C(=O)Cn1nnc(-c2cccs2)n1)NCC1CCCO1 (stereo not given)	-2%	-5%	-1%	-4%	.	-6%	-3	-8%	1%
CCCCNC(=O)C1(C)CCCCN1C(=O)c1ccc2sccc2c1 (stereo not given)	.	0%	-7%	19%	2%	.	11	10%	-4%
